Bioassay records deposited in PubChem BioAssay by several laboratories.
SIAH1 antagonists: Siah-1 peptide-binding antagonists, primary screen, biochemical, fluorescence polarization, rhodamine-plectin, uHTS (AID 1817); 0.02% of 290,000 active; displacement, % at 20 µM; hits with a dose series show IC50 in µM; Siah-1 / rhodamine-plectin peptide fluorescence polarization; higher % means a stronger effect;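 active = displacement of at least 50% at 20 µM, with a fluorescence ratio check between 0.3 and a set limit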;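 also: plate controls were Siah plus tracer with DMSO for no effect and tracer alone without Siah for full effect; strong numbers were not always called active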
human PMI inhibitors: human PMI inhibitors, high substrate, primary screen, biochemical, fluorescence intensity, high mannose 6-phosphate (AID 1220); 0.66% of 190,000 active; recombinant PMI enzyme, coupled fluorescence intensity; higher % means a stronger effect; one-dose inhibition, % at 20 µM; IC50 in µM for titrated hits
LYP phosphatase: PTPN22 lymphoid phosphatase activity blockers – biochemical, fluorescence intensity, uHTS (AID 1779) | recombinant LYP phosphatase, fluorescence intensity; higher % means a stronger effect | inhibition, % at 11.5 µM, or IC50 in µM where a hit was titrated | 0.054% of 290,000 active;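 also: plate controls were vehicle with enzyme for no effect and no enzyme for full effect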
M17LAP inhibition: P. falciparum M17LAP inhibitors, primary screen, biochemical, fluorogenic H-Leu-NHMec substrate, 1536-well (AID 1619) | recombinant M17LAP, H-Leu-NHMec fluorogenic kinetic assay; higher % means a stronger effect | inhibition, % at 30 µM, or IC50 in µM where a hit was titrated | 0.38% of 220,000 active;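 active = compound inhibiting the enzyme by more than half at any dose during confirmatory dose-response retesting; inconclusive = strong single-dose inhibitors picked by rank but not retested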;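 also: plate controls were full reaction with DMSO carrier for no effect and no enzyme background for full effect; strong numbers were not always called active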
AID2073: disruptors of CaV2.2 binding to Mint1 – biochemical, HTRF (AID 2073). HTRF protein-protein interaction, Mint1-CaV2.2; higher % means a stronger effect. one-dose inhibition, % at 20 µM; IC50 in µM for titrated hits. 0.19% of 290,000 active; in the data active = inhibition mostly above about 51%, no sharp cut-off; inconclusive = no clear call, values can overlap the other calls; inactive = mostly below about 53%; also: some results filed as inactive read as strong as hits
P. falciparum M1AAP: P. falciparum M1AAP inhibitors, biochemical, fluorogenic H-Leu-NHMec substrate, 1536-well (AID 1445) | recombinant M1AAP, H-Leu-NHMec fluorogenic kinetic assay; higher % means a stronger effect | inhibition, % at 30 µM; hits with a dose series show IC50 in µM | 0.42% of 220,000 active;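 active = primary inhibition above the hit cutoff, then over 50% inhibition at one or more dose response concentrations, cut at about 23% in these data, passing the limit was not always enough; inconclusive = conflicting primary data, or primary hits not chosen for dose response; inactive = low primary inhibition, or under 50% at every dose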;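 also: plate controls were DMSO full reaction for no effect and no enzyme background for full effect; strong numbers were not always called active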
XIAP antagonists: small molecules displacing peptide from XIAP – biochemical, IAP family, fluorescence polarization (AID 1018) | 0.007% of 200,000 active | XIAP BIR domain, fluorescence polarization peptide displacement; higher % means a stronger effect | one-dose displacement, % at 20 µM; IC50 in µM for titrated hits; in the data active = displacement above about 50%; also: a part of the inactive calls stands beside numbers as strong as those of hits
Dynein transport: dynein cargo transport inhibition. 3617.4 mouse cells, GR-EGFP nuclear translocation imaging; test concentration mostly 20 µM; stimulated with dexamethasone, 1 µM; stronger effect = lower value. z-score, hits read low. 0.47% of 220,000 active;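 active = plate z-score of nuclear minus cytoplasmic receptor signal below a set negative limit, without overly bright fluorescence or cell loss, cut at about -3.5 in these data, passing the limit was not always enough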;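 also: z-score of nuclear minus cytoplasmic ring GR-EGFP intensity difference per well; some compounds called inactive have numbers as strong as hits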
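Buffer or medium: Induction medium lacking tetracycline, stripped serum | Also added: Dexamethasone agonist, 1.0 µM final, for 30 min | Timing: 48 h induction, 1 h compound, 30 min dex at 37 °C | Detection: Formaldehyde fixation, Hoechst nuclear stain, 10x automated fluorescence imaging | Measure: Nuclear versus cytoplasmic GR-EGFP signal, averaged per well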
PMI inhibitors: inhibitors of human PMI, primary screen, biochemical, fluorescence intensity, coupled assay (AID 1209) | purified PMI enzyme, coupled fluorescence intensity; higher % means a stronger effect | inhibition, % at 20 µM; hits with a dose series show IC50 in µM | 0.42% of 190,000 active;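 also: plate controls were DMSO vehicle for no effect and wells lacking substrate for full effect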
Dynein transport cytoplasmic EGFP: also measured in Dynein transport; calls as there; z-score; measured here: cytoplasmic GR-EGFP intensity; stronger effect = higher value
Dynein transport nuclear GR-EGFP: second read-out of Dynein transport, no call of its own (marks repeat the call); z-score; measured here: nuclear GR-EGFP intensity;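 lower value marks the stronger effect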
Dynein transport cell count: second read-out of Dynein transport, no call of its own (marks repeat the call); z-score; measured here: cell count per field
Numbers without * were called inactive. Rule as the data show it, unless noted: active = inhibition above about 50%; inactive = the rest.

S=C(NCc1ccccn1)Nc1cccc(Cl)c1 was read as SIAH1 antagonists -1%, human PMI inhibitors 18%, LYP phosphatase -1%, M17LAP inhibition -4%, AID2073 4%, P. falciparum M1AAP 5%, XIAP antagonists -4.5%, Dynein transport -0.12, PMI inhibitors 1%, Dynein transport cytoplasmic EGFP 0.051, Dynein transport nuclear GR-EGFP -0.091 and Dynein transport cell count -0.54.
Screening Cc1cc(-n2c(C)cc(C(=O)CSc3ccc4c(c3)OCCO4)c2C)no1 returned SIAH1 antagonists 0%, human PMI inhibitors 7%, LYP phosphatase 4%, M17LAP inhibition 11%, AID2073 -29%, P. falciparum M1AAP 3%, XIAP antagonists -6.5%, Dynein transport -0.74, PMI inhibitors 12%, Dynein transport cytoplasmic EGFP -0.21, Dynein transport nuclear GR-EGFP -0.2 and Dynein transport cell count 1.
Cc1nn(C)c(C(=O)Sc2cccc(Cl)c2)c1[N+](=O)[O-] was read as SIAH1 antagonists 0%, LYP phosphatase -7%, M17LAP inhibition -15%, AID2073 -49%, P. falciparum M1AAP 7%, Dynein transport -3.9*, Dynein transport cytoplasmic EGFP 0.17*, Dynein transport nuclear GR-EGFP -1.5* and Dynein transport cell count 0.17*.
Screening O=C1Cc2cccc3cccc1c23 returned SIAH1 antagonists -5%, human PMI inhibitors 1%, LYP phosphatase -7%, M17LAP inhibition -6%, AID2073 -10%, P. falciparum M1AAP 1%, XIAP antagonists -5.2%, Dynein transport -0.46, PMI inhibitors 4%, Dynein transport cytoplasmic EGFP -0.084, Dynein transport nuclear GR-EGFP -0.4 and Dynein transport cell count 0.45.
CCOc1ccccc1C(=O)NCC(=O)OCC(=O)NCCc1ccc(S(N)(=O)=O)cc1 was read as SIAH1 antagonists -1%, human PMI inhibitors 5%, LYP phosphatase -9%, M17LAP inhibition 3%, AID2073 3%, P. falciparum M1AAP -2%, XIAP antagonists -6.1%, Dynein transport 0.63, PMI inhibitors 6%, Dynein transport cytoplasmic EGFP -0.26, Dynein transport nuclear GR-EGFP 0.54 and Dynein transport cell count 1.3.
For O=C(c1ccc([N+](=O)[O-])cc1)N1CCN(Cc2ccccc2)CC1 the results were SIAH1 antagonists -8%, human PMI inhibitors -14%, LYP phosphatase -14%, M17LAP inhibition 6%, AID2073 0%, P. falciparum M1AAP -1%, XIAP antagonists -5.2%, Dynein transport -0.12, PMI inhibitors -13%, Dynein transport cytoplasmic EGFP -0.12, Dynein transport nuclear GR-EGFP 0.11 and Dynein transport cell count 0.23.
Screening Cc1oc(C)c2c(=O)ccc3c(c12)OC(N)=C(C#N)C3c1ccccc1 (stereo unspecified) returned SIAH1 antagonists 3%, human PMI inhibitors 3%, LYP phosphatase 1%, M17LAP inhibition 3%, AID2073 0%, P. falciparum M1AAP 12%, XIAP antagonists -8.3%, Dynein transport -0.77, PMI inhibitors 8%, Dynein transport cytoplasmic EGFP 2.1, Dynein transport nuclear GR-EGFP 0.26 and Dynein transport cell count -0.03.
`COc1ccc(NCc2ccc(OC)c(OC)c2)cc1` gave SIAH1 antagonists -3%, human PMI inhibitors 60%*, LYP phosphatase -9%, M17LAP inhibition 6%, AID2073 -24%, P. falciparum M1AAP 5%, XIAP antagonists -4.0%, Dynein transport 0.027, PMI inhibitors 28%, Dynein transport cytoplasmic EGFP -0.33, Dynein transport nuclear GR-EGFP -0.29 and Dynein transport cell count -0.036.
Screening Cc1ccc(-c2nnc(SCC(=O)NNC(=O)COc3ccccc3C)n2C)cc1 returned SIAH1 antagonists 1%, human PMI inhibitors 3%, LYP phosphatase -8%, M17LAP inhibition 3%, AID2073 0%, P. falciparum M1AAP 10%, XIAP antagonists 1.0%, Dynein transport -0.026, PMI inhibitors 13%, Dynein transport cytoplasmic EGFP 0.04, Dynein transport nuclear GR-EGFP -0.4 and Dynein transport cell count 0.0017.
CC(C)OCCCNC(=O)c1ccc(Br)cc1 was read as SIAH1 antagonists 0%, human PMI inhibitors -8%, LYP phosphatase -1%, M17LAP inhibition 12%, AID2073 -11%, P. falciparum M1AAP 2%, XIAP antagonists -5.0%, Dynein transport 0.67, PMI inhibitors -2%, Dynein transport cytoplasmic EGFP -0.003, Dynein transport nuclear GR-EGFP -0.25 and Dynein transport cell count -0.74.
`O=C(NCc1nc2ccccc2[nH]1)C1=C[C@@H](c2ccccc2)C[C@@H](OCc2ccc(CO)cc2)O1` gave SIAH1 antagonists 5%, human PMI inhibitors 16%, LYP phosphatase -3%, M17LAP inhibition 3%, AID2073 2%, P. falciparum M1AAP 2%, XIAP antagonists -5.0%, Dynein transport 0.33, PMI inhibitors 20%, Dynein transport cytoplasmic EGFP 0.047, Dynein transport nuclear GR-EGFP 0.49 and Dynein transport cell count -0.43.
CCOC(=O)c1c(C)[nH]c(C(=O)OCC(=O)Nc2ccc(OCC)cc2)c1C was read as SIAH1 antagonists -1%, human PMI inhibitors -4%, LYP phosphatase -6%, M17LAP inhibition -8%, AID2073 0%, P. falciparum M1AAP -6%, XIAP antagonists -9.4%, Dynein transport 0.31, PMI inhibitors 3%, Dynein transport cytoplasmic EGFP -0.17, Dynein transport nuclear GR-EGFP 0.93 and Dynein transport cell count 0.9.
COCCN(C(=O)CN1CCCc2ccccc21)c1c(N)n(Cc2ccccc2)c(=O)[nH]c1=O was read as SIAH1 antagonists 1%, human PMI inhibitors 7%, LYP phosphatase -4%, M17LAP inhibition -4%, AID2073 7%, P. falciparum M1AAP 7%, XIAP antagonists -3.3%, Dynein transport 0.66, PMI inhibitors -9%, Dynein transport cytoplasmic EGFP -0.18, Dynein transport nuclear GR-EGFP 0.032 and Dynein transport cell count 0.038.
`CNC(=S)NNC(=O)c1cccc(N(C)C)c1` gave SIAH1 antagonists 3%, human PMI inhibitors -6%, LYP phosphatase -4%, M17LAP inhibition 4%, AID2073 7%, P. falciparum M1AAP 6%, XIAP antagonists -2.6%, Dynein transport -0.4, PMI inhibitors -3%, Dynein transport cytoplasmic EGFP -0.27, Dynein transport nuclear GR-EGFP 0.17 and Dynein transport cell count -0.1.
For COc1cccc(CC2(CO)CCCN(Cc3cnn(-c4ccccc4)c3)C2)c1 (stereo unspecified) the results were SIAH1 antagonists -4%, human PMI inhibitors -7%, LYP phosphatase -7%, M17LAP inhibition -5%, AID2073 3%, P. falciparum M1AAP 2%, XIAP antagonists -9.8%, Dynein transport 0.032, PMI inhibitors -2%, Dynein transport cytoplasmic EGFP -0.26, Dynein transport nuclear GR-EGFP 0.26 and Dynein transport cell count -0.19.
`COc1cc(C=Nc2c(C)cc(C)cc2C)ccc1OC(C)=O` gave SIAH1 antagonists -2%, human PMI inhibitors 19%, LYP phosphatase -5%, M17LAP inhibition -10%, AID2073 1%, P. falciparum M1AAP 10%, XIAP antagonists -3.8%, Dynein transport -0.3, PMI inhibitors 11%, Dynein transport cytoplasmic EGFP 0.2, Dynein transport nuclear GR-EGFP -0.3 and Dynein transport cell count 0.28.
COc1ccccc1N=CC1=C(O)CC(c2ccccc2)CC1=O (stereo unspecified) was read as SIAH1 antagonists 1%, human PMI inhibitors 2%, LYP phosphatase -8%, M17LAP inhibition -3%, AID2073 15%, P. falciparum M1AAP 2%, XIAP antagonists -5.3%, Dynein transport -0.44, PMI inhibitors 11%, Dynein transport cytoplasmic EGFP -0.094, Dynein transport nuclear GR-EGFP -0.38 and Dynein transport cell count -0.14.
`COCCNCCCCOc1ccccc1-c1ccccc1` gave SIAH1 antagonists 12%, human PMI inhibitors 0%, LYP phosphatase 0%, M17LAP inhibition 7%, AID2073 -5%, P. falciparum M1AAP 2%, XIAP antagonists 1.1%, Dynein transport 0.11, PMI inhibitors -1%, Dynein transport cytoplasmic EGFP -0.35, Dynein transport nuclear GR-EGFP -0.37 and Dynein transport cell count 0.88.
Screening O=C1CC(c2ccc(O)c(O)c2)Oc2cc(O)cc(O)c21 (stereo unspecified) returned SIAH1 antagonists 2%, LYP phosphatase -6%, M17LAP inhibition 10%, AID2073 -5%, P. falciparum M1AAP 2%, Dynein transport -0.92, Dynein transport cytoplasmic EGFP -0.49, Dynein transport nuclear GR-EGFP -0.21 and Dynein transport cell count -0.18.
For CC(=O)c1sc(Nc2ccccn2)nc1C the results were SIAH1 antagonists 1%, human PMI inhibitors 9%, LYP phosphatase 1%, M17LAP inhibition 5%, AID2073 inconclusive, P. falciparum M1AAP 9%, XIAP antagonists 1.1%, Dynein transport -0.28, PMI inhibitors 2%, Dynein transport cytoplasmic EGFP -0.19, Dynein transport nuclear GR-EGFP 0.16 and Dynein transport cell count 0.31.
O=S(=O)(c1ccc2nc(Cc3ccccc3)[nH]c2c1)N1CCOCC1 was read as SIAH1 antagonists 0%, human PMI inhibitors -19%, LYP phosphatase -5%, M17LAP inhibition 6%, AID2073 9%, P. falciparum M1AAP -9%, XIAP antagonists 31%, Dynein transport -0.32, PMI inhibitors -12%, Dynein transport cytoplasmic EGFP -0.27, Dynein transport nuclear GR-EGFP 0.043 and Dynein transport cell count 0.77.
Cc1cc(C)n(-c2ncc(-c3ccccc3)nn2)n1 was read as SIAH1 antagonists -1%, human PMI inhibitors -6%, LYP phosphatase -6%, M17LAP inhibition 9%, AID2073 7%, P. falciparum M1AAP 9%, XIAP antagonists -4.0%, Dynein transport -0.39, PMI inhibitors 2%, Dynein transport cytoplasmic EGFP -0.24, Dynein transport nuclear GR-EGFP -0.21 and Dynein transport cell count 0.54.
Screening CC(=O)Nc1cccc(CP(=O)(c2ccccc2)c2ccccc2)c1 returned SIAH1 antagonists 15%, LYP phosphatase -6%, M17LAP inhibition 11%, AID2073 -13%, P. falciparum M1AAP 4%, Dynein transport -0.97, Dynein transport cytoplasmic EGFP 0.2, Dynein transport nuclear GR-EGFP -0.38 and Dynein transport cell count 0.78.
`NS(=O)(=O)c1cccc(NC(=O)Nc2ccc(Cl)cc2)c1` gave SIAH1 antagonists 13%, LYP phosphatase -2%, M17LAP inhibition 8%, AID2073 inconclusive, P. falciparum M1AAP 3%, Dynein transport -1.3, Dynein transport cytoplasmic EGFP -0.0051, Dynein transport nuclear GR-EGFP -0.59 and Dynein transport cell count 0.2.
